# HP1b binding inh: HP1-beta chromodomain-methylated histone interaction inhibition; P83916; AlphaScreen HP1-beta / biotin-H3K9me3 peptide binding; Potency, µM (top dose mostly 114 µM), inactives show at the highest dose activity change, negative = inhibition, actives largely listed as inhibitors; 0.56% of 390,000 active; AID 540317; further: potency means the concentration at half of the fitted maximal effect; nearly all actives have a fitted effect of over 70% in size; inactives centre near 23
#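 AlphaScreen: HP1-beta (50 nM) preformed 30 min with biotin-H3(1-18)K9me3 peptide (50 nM) in PBS pH 7.4, 0.01% Tween-20. Compound added for 30 min at RT, then streptavidin donor/nickel chelate acceptor beads (10 ug/mL) for 30 min.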
# JMJD2A Tudor: inhibitors of human JMJD2A Tudor domain; O75164; Potency, µM (titrated, usually from 114 µM), without a hit: at the top dose activity change, negative = inhibition, actives largely listed as inhibitors; AID 504339; 4.4% of 390,000 active; AlphaScreen JMJD2A-Tudor / H3K4me3 peptide binding; further: potency means the concentration at half of the fitted maximal effect; on the % scale 0 is the no-effect control and ±100 the full control effect; nearly all actives have a fitted effect of over 50% in size
# GLS inhibitor: inhibitors of human glutaminase (GLS); O94925; GLS enzymatic activity, qHTS titration; Potency, µM (titrated, usually from 45.5 µM), for inactives: at the top dose activity change, negative = inhibition, most hits filed as inhibitors; 0.21% of 410,000 active; AID 624170; further: potency means the concentration at half of the fitted maximal effect; on the % scale 0 is the no-effect control and ±100 the full control effect
#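 Glutamate formation by hKGA was monitored fluorometrically using coupled glutamate oxidase, HRP and Amplex Red. Substrate was added as 1 mM L-glutamine solution; incubation was 30 min at RT after an initial read.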
# BAZ2B inh: blocks human BAZ2B; AID 504333; Potency, µM (doses to about 114 µM), without a hit: top-dose activity change, negative = inhibition, most hits filed as inhibitors; 4.4% of 360,000 active; AlphaScreen BAZ2B-H3K14Ac peptide displacement; further: potency means the concentration at half of the fitted maximal effect; on the % scale 0 is the no-effect control and ±100 the full control effect; nearly all actives have a fitted effect of over 60% in size
#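 AlphaScreen displacement of biotin-H3(5-23)K14Ac peptide (50 nM final) from BAZ2B (50 nM final) in PBS pH 7.4, 0.01% Tween-20; complex preformed 30 min RT, then compounds (top 110 uM) 30 min RT, beads 20 min dark.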
# PI4K2A block: PI4K2A (human) kinase inhibition. 0.13% of 420,000 active. purified PI4K2A, ADP-Glo luminescence, 1 h; hits give low values. activity change, negative = inhibition, % at 76.9 µM. Q9BTU6; in the data active means activity change below about -50%; inconclusive means mostly about -30% to -49%;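 further: -100% = wells without enzyme as full effect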
#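 ADP-Glo luminescence measured ADP generated by PI4K2A enzyme (4 ug/mL before mixing) with 1.2 mM PI substrate (pre-mix) and 300 microM ATP (pre-mix). Tris pH7.5 buffer with MgCl2, Triton X-100; 1 h reaction at ambient temperature.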
# Tb PGK inh: T. brucei PGK inhibition. P07378. PGK/GAPDH coupled, Kinase-Glo luminescence, 60 min. Potency, µM (titrated, usually from 57.5 µM), for inactives: top-dose activity change, negative = inhibition, usual class: inhibitors. 0.043% of 380,000 active. AID 602233; further: potency means the concentration at half of the fitted maximal effect; on the % scale 0 is the no-effect control and ±100 the full control effect; nearly all actives have a fitted effect of over 60% in size
#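 Recombinant glycosomal PGK reaction used 1,3-bisphosphoglycerate generated in-well by GAPDH (100nM final) in 100mM TEA pH 7.6, 5mM MgCl2, 0.01% Tween-20. After 60 minutes at room temperature, ATP was read by Kinase-Glo Plus luminescence end-point.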
# G9a block: G9a (human) methyltransferase inhibition. G9a H3K9 monomethylation, AlphaScreen, 2 h. Potency, µM (top dose mostly 102 µM), for the others: at the highest dose activity, negative = inhibition, most hits filed as inhibitors. 8.8% of 350,000 active. AID 504332; further: potency means the concentration at half of the fitted maximal effect; on the % scale 0 is the no-effect control and ±100 the full control effect; nearly all actives have a fitted effect of over 75% in size
#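 Quantitative HTS format: methyltransferase activity on a biotin-tagged H3K9 peptide is measured by AlphaScreen, using a rabbit anti-monomethyl-H3K9 antibody with streptavidin donor and anti-IgG acceptor beads. Final levels are 20 nM enzyme, 500 nM peptide, 20 uM SAM; 2 h RT.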
# POLH inh: DNA polymerase eta (human) inhibition; 1.2% of 390,000 active; Q9Y253; AID 588591; Potency, µM (top dose mostly 114 µM), without a hit: at the top dose activity change, negative = inhibition, actives largely listed as inhibitors; recombinant Pol eta, fluorescent DNA replication assay; further: potency means the concentration at half of the fitted maximal effect; on the % scale 0 is the no-effect control and ±100 the full control effect
#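 Pol eta (10 nM) was preincubated with compounds for 15 min at room temperature, after which fluorescent replication substrate (50 nM final) was added to start the reaction. Fluorescence was read kinetically at 0 and 10 min.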
# Pin1 inh: blocks the human prolyl isomerase Pin1; Potency, µM (doses to about 115 µM), for inactives: top-dose activity, negative = inhibition, actives largely listed as inhibitors; 0.009% of 390,000 active; Pin1 FP peptide displacement, HiFluor488, 10 min; active means well fitted inhibition curve with a large enough effect in the polarisation, with a control signal flat, not every such curve was filed as active; inconclusive means small, poorly fitted or top-dose-only effect, or effect the other way, or a change in a side signal; inactive means no such curve, though single readings can be large or run the other way; the % refers to the polarisation; further: potency means the concentration at half of the fitted maximal effect; on the % scale 0 is the no-effect control and ±100 the full control effect
# * marks the source's active call; other numbers are inactive results; i = inactive; ? = inconclusive; · = no result given; [ ] = dose if it differs, or a comment. Unless noted, the call rests on the fitted dose curve; in most records, active means well fitted curve in the direction sought with a large enough effect; inconclusive means small, poorly fitted or top-dose-only effect, or another doubt; inactive means no such curve, though single readings can be large; an effect the other way counts as inactive or inconclusive. A portion of the library; rates above refer to the full screens.
# Results follow in this order: HP1b binding inh	GLS inhibitor	G9a block	PI4K2A block	BAZ2B inh	Tb PGK inh	JMJD2A Tudor	Pin1 inh	POLH inh
CC(C)(C)NC(=O)CN(CCN1CCOCC1)C(=O)CNS(=O)(=O)c1ccc(Cl)cc1
 : -2%	1%	23%	0	2%	-3%	-8%	0%	-7%
O=C(NC1CC1)c1ccc2c(c1)ncn2C1CCCC1
 : 19%	0%	-1%[0.501 µM]	2	-9%	·	-9%	-6%	-4%
CCNc1ccc(-c2nc(-c3ccco3)no2)cc1[N+](=O)[O-]
 : 38%	5%	-36%[59 µM]	-3	-6%	8%	-8%	24%	-11%
COc1cc(NC(=O)NC(C)c2c(-n3cccc3)sc3c2CCN(C)C3)cc(OC)c1 (stereo not given)
 : -8%	-47%	?	3	?	-1%	?	12%	-18%
Cn1c(=O)[nH]c(=O)c2[nH]c(NCCCN3CCOCC3)nc21
 : 24%	24%	2%[12.7 µM]	1	6%	-5%	10%	-1%	-4%
CCOc1ccc(CCNC(=O)Cn2ccc3cc(S(=O)(=O)N4CCCCC4)ccc32)cc1
 : 26%	2%	?	-13	-19%	-4%	-10%	-1%	-16%
Cc1cccc(N2CCN(C(=O)c3cc(COc4ccc(F)c(F)c4)on3)CC2)n1
 : 17%	0%	1%	6	-22%	0%	-19%	-8%	-23%
COCCCNC(=O)C(=O)N/N=C/c1cc2c(cc1Br)OCO2
 : 34%	-11%	4%	3	0%	-8%	4%	7%	-20%
COc1cc(CC(NC(C)=O)C(=O)NC2CCN(C(=O)Nc3ccccc3Cl)CC2)cc(OC)c1 (stereo not given)
 : 19%	-5%	-2%[0.501 µM]	1	5%	-5%	-11%	2%	-11%
CC(=O)N1c2ccc(S(=O)(=O)N3CCCCC3)cc2CC1C(=O)Nc1cccc(C)c1 (stereo not given)
 : 54%[activator]	1%	?	9	?	1%	-13%	4%	-19%
O=C(Cc1ccccc1)Nc1cccc(-c2nc3cccnc3s2)c1
 : 22%	-17%	-26%[59 µM]	-10	-5%	8%	-7%	-3%	-8%
CNc1cnn(-c2ccc(C)cc2)c(=O)c1Sc1ccc(C)cc1
 : 39%	-11%	3%	2	-12%	-2%	-3%	-1%	-19%
CCCC[n+]1ccn(C2=C([O-])c3ccccc3C(=O)/C2=N\S(=O)(=O)c2ccc(Br)cc2)c1
 : 18%	8%	45µM*	-6	89µM*	-4%	-12%	44%[activator]	-4%
COc1ccc(CNC(=O)Cc2c(C)c3cc4c(C)coc4c(C)c3oc2=O)cc1OC
 : 29%	1%	1%[59 µM]	-2	-30%	1%	-6%	0%	-9%
Cc1ccccc1Oc1nc2c(c(=O)n(C)c(=O)n2C)n1Cc1ccc(Br)cc1
 : 32%	-9%	-51%[59 µM]	-7	-11%	0%	-8%	1%	-19%
CC(C)Nc1nc(NC(C)C)nc(Nn2cnnc2)n1
 : -20%	-7%	3%	0	-15%	-15%	-14%	-5%	2%
CC1CC(=O)c2cnc(Nc3ccccc3)nc2C1 (stereo not given)
 : 10%	5%	17%[2.33 µM]	-6	-3%	-9%	-9%	5%	-14%
O=C(Nc1ccccn1)c1cc(-n2cnnc2)ccc1Cl
 : 13%	0%	-6%[59 µM]	3	-2%	-14%	-17%	1%	4%
COCCCNC(=O)c1cc(OC)c(OC)c(OC)c1
 : 0%	-7%	31%[2.33 µM]	2	7%	-4%	-11%[11.4 µM]	-2%	-21%
CCOC(=O)C1CCCN(c2ccc(NC(=O)c3snc4c(=O)[nH]cnc34)cc2)C1 (stereo not given)
 : 34%	17%	-5%[59 µM]	1	-1%	-2%	-29%	7%	13%
COc1ccc(CN2C(=O)C(CC(=O)NCCc3ccccn3)CC(C(=O)N(C)C)=C2C)cc1 (stereo not given)
 : ·	0%	·	0	·	i	·	·	0%
CCCC(=O)Nc1c2c(nn1-c1ccc([N+](=O)[O-])cc1)CS(=O)(=O)C2
 : 30%	-4%	26%	-5	0%	-9%	-2%	-3%	-6%
COc1ccc(-c2csc3nc(C)nc(N4CCCCC4)c23)cc1OC
 : 12%	-3%	-8%[59 µM]	-5	-35%	-1%	-18%	3%	-25%
Cc1ccc(-n2ncc3c(=O)n(Cc4cccnc4)cnc32)cc1
 : 29%	1%	22%[59 µM]	1	12%	-10%	-7%	-7%	-9%
Nc1ncccc1C(=O)OCC(=O)N1CCN(S(=O)(=O)c2ccc(Cl)cc2)CC1
 : 39%[activator]	-2%	1%[12.7 µM]	6	1%	-2%	-10%	0%	-5%
COc1ccc(C(=O)N(Cc2ccc(N(C)C)cc2)CC2CCCO2)cc1 (stereo not given)
 : 21%	17%	11µM*	2	?	8%	?	10%	-10%
Cc1ccccc1N1C(=O)C2ON(c3ccccc3)C(c3ccco3)C2C1=O (stereo not given)
 : ?	4%	·	-4	-12%	-7%	-25%	3%	-12%
O=C(Cc1ncc(C(F)(F)F)cc1Cl)N1CCN(c2ccccn2)CC1
 : 7%	5%	-9%[0.0925 µM]	2	9%	1%	2%	1%	3%
Cc1nc2c(C(=O)N(C)Cc3ccccc3)c[nH]n2c(=O)c1Cc1ccc(Cl)cc1
 : 12%	-6%	28%[59 µM]	-4	7%	-4%	-8%	-1%	-11%
COC(=O)CCSCC(=O)Nc1cc(C)on1
 : 11%	-2%	-27%[59 µM]	2	-3%	-5%	-9%	1%	-5%

# Pulled by structure from above (three):
# Results follow in this order: HP1b binding inh	GLS inhibitor	G9a block	PI4K2A block	BAZ2B inh	Tb PGK inh	JMJD2A Tudor	Pin1 inh	POLH inh
COCCCNC(=O)C(=O)N/N=C/c1cc2c(cc1Br)OCO2
 : 34%	-11%	4%	3	0%	-8%	4%	7%	-20%
CCCC[n+]1ccn(C2=C([O-])c3ccccc3C(=O)/C2=N\S(=O)(=O)c2ccc(Br)cc2)c1
 : 18%	8%	45µM*	-6	89µM*	-4%	-12%	44%[activator]	-4%
CCOC(=O)C1CCCN(c2ccc(NC(=O)c3snc4c(=O)[nH]cnc34)cc2)C1 (stereo not given)
 : 34%	17%	-5%[59 µM]	1	-1%	-2%	-29%	7%	13%

# Profiles, looked up by structure. Order of screens: HP1b binding inh | GLS inhibitor | G9a block | PI4K2A block | BAZ2B inh | Tb PGK inh | JMJD2A Tudor | Pin1 inh | POLH inh
# CC1CC(=O)c2cnc(Nc3ccccc3)nc2C1 (stereo not given) in the list: 10% | 5% | 17%[2.33 µM] | -6 | -3% | -9% | -9% | 5% | -14%
# Cn1c(=O)[nH]c(=O)c2[nH]c(NCCCN3CCOCC3)nc21 in the list: 24% | 24% | 2%[12.7 µM] | 1 | 6% | -5% | 10% | -1% | -4%
# CC(=O)N1c2ccc(S(=O)(=O)N3CCCCC3)cc2CC1C(=O)Nc1cccc(C)c1 (stereo not given) in the list: 54%[activator] | 1% | ? | 9 | ? | 1% | -13% | 4% | -19%

# Following part:
# Results follow in this order: HP1b binding inh	GLS inhibitor	G9a block	PI4K2A block	BAZ2B inh	Tb PGK inh	JMJD2A Tudor	Pin1 inh	POLH inh
Fc1ccc(COc2ccccc2CNc2nn[nH]n2)cc1
 : 42%[activator]	-4%	14%	-1	-17%	0%	-8%	1%	-2%
O=C(NC1CC1)c1ccc2c(Cl)c3c(nc2c1)CCCC3
 : 41%[activator]	4%	?	0	3%	·	-13%	1%	-19%
O=C(NCCCN1CCOCC1)c1cccc(NC(=O)c2ccccc2)c1
 : 42%[activator]	8%	·	0	·	-10%	-11%	1%	-16%
CC1CCN(C(=O)COC(=O)c2ccc(Br)o2)CC1
 : 28%	2%	-22%	4	13%	-3%	-6%	0%	-18%
OC(c1ccccn1)C1CCN(Cc2nc(C(c3ccccc3)c3ccccc3)no2)CC1 (stereo not given)
 : 6%	2%	·	-2	?	-8%	-25%	11%	-12%
COc1cc(/C=C/c2cc(C(=O)O)c3ccccc3n2)cc(OC)c1O
 : 32%	28%	-6%[59 µM]	-2	-36%	10%	-8%	5%	-23%
COc1ccc(C(=O)Nc2ccc3oc(-c4cccnc4)nc3c2)cc1
 : 2%	-2%	?	-3	-11%	8%	-1%	10%	-21%
COc1ccc(-c2cc3nc(-c4ccccc4)cc(N4CCCC(O)C4)n3n2)cc1 (stereo not given)
 : 109%[activator]	-7%	·	3	2%	-4%	37%[activator]	11%	-17%
COc1ccc(C(C)=O)cc1COc1ccc(Cl)c(C)c1
 : 112%[activator]	4%	360%[activator]	6	89%[activator]	-1%	120%[activator]	?	-3%
COc1ccc(-c2c(C)cc3oc(=O)cc(-c4ccccc4)c3c2C)cc1OC
 : 38%	1%	0%	0	·	6%	-23%	?	-22%
CCOC(=O)c1[nH]c(C)c(C(=O)OCC(=O)NC(=O)NC(C)(C)C)c1C
 : 16%	-27%	8%[12.7 µM]	-1	1%	-5%	-17%	10%	-12%
CN(C)C(=O)CSc1nc2ccc(C(=O)c3ccccc3)cc2[nH]1
 : 40%[activator]	2%	10%[0.501 µM]	0	5%	0%	6%	-3%	-4%
Cn1nc(C(F)(F)F)c(C(=O)Nc2ccc(F)cc2F)c1Sc1ccc(Cl)cc1
 : 72%	-1%	117%[activator][59 µM]	6	9%	-4%	5%	4%	-18%
O=C1c2ccccc2C(=O)C1c1ccccc1F
 : 8%	-2%	?	0	-9%	-4%	-13%	?	1%
CCCn1c2ccccc2c2cnn(CC(=O)NC3CCCCC3)c(=O)c21
 : 18%[57 µM]	-6%	37%[activator]	-1	-9%	-3%	-18%	28%	-18%
COc1ccc(-c2ccc(CCC(=O)O)n2C(C)C)cc1
 : -5%	2%	?	0	?	-4%	-27%	35%[activator]	-6%

# Compound activity deposited in PubChem by National Center for Advancing Translational Sciences (NCATS).
